Assay outcomes deposited in PubChem BioAssay by Broad Institute.
Mtb BioA inh – BioA (M. tuberculosis) enzyme inhibition; inhibition, % at 9.99 µM; 360,000 compounds, 0.096% hits; purified M. tuberculosis BioA enzyme, plate reader; in the data active = inhibition above about 40%
Numbers without * were called inactive; & = joins results of further samples.

SMILES	Mtb BioA inh
CCCC#Cc1ccc2c(c1)O[C@@H](CN(C)C(=O)C1CCCCC1)[C@@H](C)CN([C@@H](C)CO)S2(=O)=O	0.2
C[C@H]1CN([C@@H](C)CO)C(=O)c2cc(NC(=O)Nc3ccc4c(c3)OCO4)ccc2O[C@H]1CN(C)Cc1ccc(-c2ccccc2)cc1	-1.1
C[C@@H]1CN([C@@H](C)CO)S(=O)(=O)c2ccc(C#CC3(O)CCCC3)cc2O[C@H]1CN(C)C(=O)Cc1cccnc1	0.1
C[C@@H]1CN([C@H](C)CO)S(=O)(=O)c2ccc(C3=CCCC3)cc2O[C@@H]1CN(C)S(=O)(=O)c1ccc(F)cc1	0.6
O=C(C[C@@H]1CC[C@H]2[C@@H](COC[C@@H](O)CN2C(=O)Nc2ccc(F)cc2)O1)NCCCN1CCOCC1	-1.5
CCCC(=O)Nc1ccc2c(c1)C(=O)N(C)[C@@H]1CC[C@H](CC(=O)N3CCCCC3)O[C@@H]1CO2	-1.5
O=C(CC1CC1)Nc1ccc2c(c1)[C@H]1C[C@@H](CC(=O)N3CCOCC3)O[C@@H](CO)[C@H]1O2	1.8
C[C@H](CO)N1C[C@H](C)[C@@H](CN(C)S(=O)(=O)c2cn(C)cn2)Oc2ccc(NS(=O)(=O)c3ccc(Cl)cc3)cc2CC1=O	-6.9
CC(C)NC(=O)Nc1ccc2c(c1)CC(=O)N([C@@H](C)CO)C[C@H](C)[C@H](CN(C)C)O2	-4.1
O=C(C[C@H]1C[C@H]2c3cc(NC(=O)Nc4ccc(F)cc4)ccc3O[C@H]2[C@@H](CO)O1)NCC1CC1	0.5
COc1ccc(S(=O)(=O)Nc2ccc3c(c2)[C@H]2C[C@@H](CC(=O)O)O[C@H](CO)[C@H]2O3)cc1	-0.4
C[C@H](CO)N1C[C@H](C)[C@@H](CN(C)Cc2ccc3c(c2)OCO3)Oc2ccc(N(C)C)cc2CC1=O	1.7
C[C@@H]1CN([C@H](C)CO)S(=O)(=O)c2ccc(Br)cc2O[C@H]1CN(C)CC1CCOCC1	1.8&2.3
O=C(Nc1ccc2c(c1)OCO2)N[C@@H]1CC[C@H](CCNC(=O)C2CCCCC2)O[C@H]1CO	1.8
O=C(N[C@@H]1CC[C@H](CC(=O)N2CCCCC2)O[C@H]1CO)c1ccccn1	-1.8
C[C@H]1CN([C@@H](C)CO)C(=O)c2cc(NC(=O)Cc3ccccc3)ccc2O[C@@H]1CN(C)C(=O)Nc1ccc2c(c1)OCO2	0.0
Cc1cccc(S(=O)(=O)N2CCCCN3[C@H](CO)[C@H](c4ccc(-c5cccnc5)cc4)[C@@H]3C2)c1	-4.4
CCCNC(=O)C[C@@H]1C[C@@H]2c3cc(NC(=O)c4cccnc4)ccc3O[C@@H]2[C@H](CO)O1	12
CO[C@H]1CN(C)C(=O)c2ccc(NC(=O)Nc3cc(F)ccc3F)cc2OC[C@H](C)N(C(=O)c2cnccn2)C[C@@H]1C	-0.5
CN(C)CC#Cc1ccc([C@@H]2[C@@H](CO)N3CCCCN(C(=O)Nc4ccc(F)cc4)C[C@@H]23)cc1	3.3

Arranged by heavy-atom count (smallest number first): some entries from above.
SMILES	Mtb BioA inh
O=C(Nc1ccc2c(c1)OCO2)N[C@@H]1CC[C@H](CCNC(=O)C2CCCCC2)O[C@H]1CO	1.8
Cc1cccc(S(=O)(=O)N2CCCCN3[C@H](CO)[C@H](c4ccc(-c5cccnc5)cc4)[C@@H]3C2)c1	-4.4
CO[C@H]1CN(C)C(=O)c2ccc(NC(=O)Nc3cc(F)ccc3F)cc2OC[C@H](C)N(C(=O)c2cnccn2)C[C@@H]1C	-0.5
C[C@H]1CN([C@@H](C)CO)C(=O)c2cc(NC(=O)Cc3ccccc3)ccc2O[C@@H]1CN(C)C(=O)Nc1ccc2c(c1)OCO2	0.0

Further results
SMILES	Mtb BioA inh
COc1ccccc1-c1cnc2c(c1)C(=O)N([C@H](C)CO)C[C@H](C)[C@@H](CN(C)Cc1ccccc1)O2	6.1
O=C(C[C@@H]1C[C@@H]2c3cc(NC(=O)c4ccc5c(c4)OCO5)ccc3O[C@@H]2[C@H](CO)O1)NC1CCCC1	-2.5
C[C@H]1CN([C@@H](C)CO)C(=O)c2ccccc2-c2ccccc2CO[C@H]1CN(C)C(=O)Nc1ccc(F)cc1	-1.4
COc1ccc(NC(=O)Nc2ccc3c(c2)C(=O)N([C@H](C)CO)C[C@H](C)[C@H](CN(C)C(=O)Nc2ccc4c(c2)OCO4)OCCCC[C@H](C)O3)cc1	0.2
C[C@H]1CN([C@@H](C)CO)C(=O)c2cc(-c3ccc(C(=O)N(C)C)cc3)cnc2O[C@H]1CN(C)C(=O)CN(C)C	-6.0
C[C@H](CO)N1C[C@H](C)[C@H](CN(C)S(=O)(=O)c2ccc(Cl)cc2)Oc2c(NS(=O)(=O)c3cccs3)cccc2C1=O	-2.4
Cc1noc(C)c1S(=O)(=O)Nc1ccc2c(c1)C(=O)N([C@H](C)CO)C[C@H](C)[C@H](CN(C)C(=O)Nc1ccccc1)OCCCC[C@H](C)O2	-2.5
C[C@H](CO)N1C[C@H](C)[C@@H](CN(C)Cc2ccc(Oc3ccccc3)cc2)Oc2ccc(NC(=O)Cc3ccccc3)cc2CC1=O	-2.4
C[C@@H]1CN([C@H](C)CO)C(=O)c2cc(/C=C/c3ccccc3)cnc2O[C@H]1CN(C)S(=O)(=O)c1ccc(F)cc1	-5.5
CC(C)CC#Cc1cnc2c(c1)C(=O)N([C@H](C)CO)C[C@@H](C)[C@H](CN(C)S(C)(=O)=O)O2	-0.7
C[C@H](CO)N1C[C@H](C)[C@H](CN(C)C)Oc2cc(-c3cccc(F)c3)ccc2S1(=O)=O	1.1
CCCNC(=O)N[C@H]1CC[C@H](CC(=O)N2CCN(C)CC2)O[C@H]1CO	-0.3
C[C@H]1CN([C@@H](C)CO)S(=O)(=O)c2ccc(-c3cccc(C#N)c3)cc2O[C@H]1CN(C)C(=O)c1ccccc1	1.6
O=S(=O)(N[C@H]1CC[C@@H](CCNS(=O)(=O)c2ccccc2Cl)O[C@H]1CO)c1ccccc1	-0.6
C[C@@H]1CN([C@H](C)CO)C(=O)c2cc(NC(=O)Nc3cccc4ccccc34)ccc2O[C@@H](C)CCCCO[C@@H]1CN(C)C(=O)Cc1ccccc1	-2.5
N#Cc1ccc(-c2ccc3c(c2)[C@H]2[C@H](CCN2C(=O)c2ccc4c(c2)OCO4)[C@@H](CO)N3)cc1	0.8
CN(C)c1ccc2c(c1)[C@@H]1C[C@H](CC(=O)NCCN3CCCCC3)O[C@H](CO)[C@@H]1O2	-0.7
C[C@@H]1CN([C@@H](C)CO)C(=O)c2cc(N(C)C)ccc2O[C@@H](C)CCCCO[C@@H]1CN(C)C(=O)Nc1ccc(F)cc1	1.9
C[C@@H]1CN([C@@H](C)CO)C(=O)CCCn2cc(nn2)CO[C@@H]1CN(C)Cc1ccc(-c2ccccc2)cc1	-0.8
CCC(=O)Nc1ccc2c(c1)OC[C@H](C)N(CCc1ccccc1)C[C@@H](C)[C@H](OC)CN(C)C2=O	2.6
O=C(C[C@H]1C=C[C@H](NC(=O)Nc2ccc(F)cc2)[C@H](CO)O1)NCCN1CCCC1	6.2
CCCNC(=O)N1[C@H](CO)[C@@H](c2ccc(C3=CCCC3)cc2)[C@H]1CNC(C)=O	0.0
C[C@@H]1CN([C@@H](C)CO)C(=O)c2cc(NC(=O)C3CCCCC3)ccc2O[C@H]1CN(C)Cc1ccc(Cl)c(Cl)c1	-1.0
C[C@@H]1CN([C@@H](C)CO)S(=O)(=O)c2ccc(C3=CCCC3)cc2O[C@@H]1CN(C)C(=O)CC1CC1	-1.6
C[C@@H]1CN([C@H](C)CO)C(=O)c2cc(C#CCc3ccccc3)cnc2O[C@H]1CN(C)C(=O)C1CC1	1.1
CCC(=O)N1C[C@@H](C)[C@H](OC)CN(C)C(=O)c2cc(NC(=O)NC(C)C)ccc2OC[C@H]1C	-2.2
CC(C)NC(=O)N[C@H]1CC[C@@H](CCNC(=O)C2CCOCC2)O[C@@H]1CO	0.6
O=C(C[C@@H]1CC[C@H]2NC[C@@H](O)COC[C@@H]2O1)Nc1ccc(-c2ccccc2)cc1	-3.1
Cc1cccc(S(=O)(=O)N[C@H]2CC[C@H](CCNC(=O)c3cnccn3)O[C@H]2CO)c1	-3.2
C[C@H](CO)N1C[C@H](C)[C@@H](CN(C)Cc2ccncc2)Oc2ccc(NC(=O)CCC(F)(F)F)cc2CC1=O	0.9

Pulled by compound from the list above, two records:
SMILES	Mtb BioA inh
CCC(=O)N1C[C@@H](C)[C@H](OC)CN(C)C(=O)c2cc(NC(=O)NC(C)C)ccc2OC[C@H]1C	-2.2
C[C@@H]1CN([C@@H](C)CO)C(=O)c2cc(NC(=O)C3CCCCC3)ccc2O[C@H]1CN(C)Cc1ccc(Cl)c(Cl)c1	-1.0

Next section
SMILES	Mtb BioA inh
CCCNC(=O)N1C[C@H](O)COC[C@@H]2O[C@H](CC(=O)N3CCCCC3)CC[C@H]21	-0.3
C[C@H]1CN([C@@H](C)CO)C(=O)Cc2cc(NS(=O)(=O)c3cccs3)ccc2O[C@H]1CN(C)Cc1ccc(Cl)c(Cl)c1	0.4
CO[C@H]1CN(C)C(=O)c2ccc(NC(=O)C3CC3)cc2OC[C@@H](C)N(C(=O)CN(C)C)C[C@H]1C	-0.9
CO[C@@H]1CN(C)C(=O)c2cc(NC(=O)c3ccc(F)cc3)ccc2OC[C@H](C)N(C(=O)CN(C)C)C[C@H]1C	-0.5
COc1ccc(S(=O)(=O)Nc2ccc3c(c2)C(=O)N([C@H](C)CO)C[C@H](C)[C@@H](CN(C)Cc2ccc(C(F)(F)F)cc2)OCCCC[C@@H](C)O3)cc1	0.2
CO[C@H]1CN(C)C(=O)c2ccc(NC(=O)c3cc(C)on3)cc2OC[C@@H](C)N(C)C[C@@H]1C	-0.2
C[C@@H]1CN([C@@H](C)CO)S(=O)(=O)c2ccc(-c3cncnc3)cc2O[C@@H]1CN(C)Cc1cccnc1	2.5
O=S(=O)(N[C@@H]1CCCN(Cc2cccc(OCCO)c2)C1)c1cc(Cl)ccc1Cl	-1.5
C[C@@H]1CN([C@@H](C)CO)C(=O)c2cc(NC(=O)C3CCCCC3)ccc2O[C@@H](C)CCCCO[C@@H]1CN(C)C(=O)Nc1ccccc1	-1.2
CN(C)CC(=O)Nc1ccc2c(c1)[C@@H]1C[C@@H](CC(=O)N3CCc4ccccc4C3)O[C@@H](CO)[C@@H]1O2	1.9
C[C@@H]1CN([C@@H](C)CO)C(=O)c2cccc(NS(=O)(=O)c3cccs3)c2O[C@H]1CN(C)Cc1ccc(Cl)c(Cl)c1	5.7
CN(C)C(=O)c1cccc(-c2ccc([C@@H]3[C@@H](CO)N4CCCCN(CCC(F)(F)F)C[C@@H]34)cc2)c1	-0.9
Cc1noc(C)c1S(=O)(=O)Nc1ccc2c(c1)C(=O)N([C@H](C)CO)C[C@H](C)[C@@H](CN(C)C(=O)c1ccncc1)OCCCC[C@H](C)O2	1.1
O=C(C[C@@H]1CC[C@@H](NC(=O)Nc2cc(F)ccc2F)[C@H](CO)O1)Nc1ccc(-c2ccccc2)cc1	-3.9
CN1C(=O)c2cc(NC(=O)C3CCOCC3)ccc2OC[C@@H]2O[C@@H](CC(=O)NC3CCCC3)CC[C@H]21	-1.8
O=C(C[C@@H]1CC[C@@H](NC(=O)c2cccnc2)[C@@H](CO)O1)NCc1ccc(Cl)c(Cl)c1	1.4
CNC[C@@H]1Oc2ccc(NC(=O)CCN3CCOCC3)cc2CC(=O)N([C@H](C)CO)C[C@@H]1C	-0.7
C[C@@H]1CN([C@H](C)CO)C(=O)Cc2cc(NC(=O)Cc3cn(C)c4ccccc34)ccc2O[C@H]1CN(C)S(=O)(=O)c1ccccc1	-0.7
CCC(=O)N1C[C@@H](O)COC[C@@H]2O[C@@H](CC(=O)NC)CC[C@H]21	-0.6
C[C@@H]1CN([C@@H](C)CO)C(=O)c2cc(NS(C)(=O)=O)ccc2O[C@H]1CN(C)S(=O)(=O)c1cn(C)cn1	-0.7

Reformatted bar-delimited: 4 of the compounds above
SMILES | Mtb BioA inh
C[C@@H]1CN([C@@H](C)CO)S(=O)(=O)c2ccc(-c3cncnc3)cc2O[C@@H]1CN(C)Cc1cccnc1 | 2.5
O=S(=O)(N[C@@H]1CCCN(Cc2cccc(OCCO)c2)C1)c1cc(Cl)ccc1Cl | -1.5
C[C@@H]1CN([C@@H](C)CO)C(=O)c2cc(NC(=O)C3CCCCC3)ccc2O[C@@H](C)CCCCO[C@@H]1CN(C)C(=O)Nc1ccccc1 | -1.2
CN(C)CC(=O)Nc1ccc2c(c1)[C@@H]1C[C@@H](CC(=O)N3CCc4ccccc4C3)O[C@@H](CO)[C@@H]1O2 | 1.9

Further records:
SMILES	Mtb BioA inh
O=C(Nc1cccc(Cl)c1)N[C@@H]1CC[C@@H](CCNC(=O)C2CCC2)O[C@@H]1CO	-3.2
Cc1ccc(S(=O)(=O)N(C)C[C@H]2Oc3ccc(NC(=O)CCCN(C)C)cc3C(=O)N([C@H](C)CO)C[C@H]2C)cc1	-1.2
C[C@H](CO)N1C[C@H](C)[C@H](CN(C)C(=O)Nc2ccc3c(c2)OCO3)Oc2c(NC(=O)Nc3cccc4ccccc34)cccc2C1=O	1.5
CC(C)NC(=O)N(C)C[C@H]1Oc2ccc(NC(=O)CCN3CCOCC3)cc2C(=O)N([C@@H](C)CO)C[C@@H]1C	-1.3
C[C@@H]1CN([C@H](C)CO)C(=O)c2cccc(NS(=O)(=O)c3cccs3)c2O[C@H]1CN(C)C	29
COCCOC(=O)N1C(=O)[C@@]2(c3cc(C#CCCO)ccc31)[C@H](c1ccc(O)cc1)N1[C@H](c3ccccc3)[C@H](c3ccccc3)OC(=O)[C@H]1[C@@H]2C(N)=O	-2.2
CCCNC(=O)[C@@H]1[C@@H](CO)[C@@H]2Cn3c(cccc3=O)[C@@H]2N1Cc1ccccn1	-0.7
CN1C(=O)c2cc(NC(=O)c3ccccc3)ccc2OC[C@H]2O[C@@H](CC(=O)NC3CCCC3)CC[C@H]21	-2.6
CCCNC(=O)N1C[C@H](C)[C@H](OC)CN(C)C(=O)c2cc(NS(=O)(=O)CC)ccc2OC[C@H]1C	-0.1
CN(C)CC(=O)Nc1ccc2c(c1)[C@@H]1C[C@H](CC(=O)NCc3cccc(F)c3)O[C@@H](CO)[C@@H]1O2	-0.3
C[C@@H]1CN([C@H](C)CO)C(=O)Cc2cc(NS(C)(=O)=O)ccc2O[C@@H]1CN(C)C(=O)NC1CCCCC1	11
CN(C)CC#Cc1ccc([C@H]2[C@H]3CN(C(=O)Nc4cc(F)ccc4F)CCCCN3[C@H]2CO)cc1	-0.6

These rows are one share of the data; the hit share may differ from the screen's.
